Screening results (PubChem)
TRPC6 activator – activators of mouse TRPC6 channel; Q61143; HEK293-TRPC6 membrane potential dye fluorescence; stronger effect = higher value; B-score at 10 µM; hit rate 0.13% among 310,000;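 active = B-score of the integrated fluorescence ratio above library mean plus 3 SD, and starting fluorescence ratio within library mean plus 5 SD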;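 note: higher score means more depolarization so channel activation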
Target sequence (Q61143 whole entry, looked up): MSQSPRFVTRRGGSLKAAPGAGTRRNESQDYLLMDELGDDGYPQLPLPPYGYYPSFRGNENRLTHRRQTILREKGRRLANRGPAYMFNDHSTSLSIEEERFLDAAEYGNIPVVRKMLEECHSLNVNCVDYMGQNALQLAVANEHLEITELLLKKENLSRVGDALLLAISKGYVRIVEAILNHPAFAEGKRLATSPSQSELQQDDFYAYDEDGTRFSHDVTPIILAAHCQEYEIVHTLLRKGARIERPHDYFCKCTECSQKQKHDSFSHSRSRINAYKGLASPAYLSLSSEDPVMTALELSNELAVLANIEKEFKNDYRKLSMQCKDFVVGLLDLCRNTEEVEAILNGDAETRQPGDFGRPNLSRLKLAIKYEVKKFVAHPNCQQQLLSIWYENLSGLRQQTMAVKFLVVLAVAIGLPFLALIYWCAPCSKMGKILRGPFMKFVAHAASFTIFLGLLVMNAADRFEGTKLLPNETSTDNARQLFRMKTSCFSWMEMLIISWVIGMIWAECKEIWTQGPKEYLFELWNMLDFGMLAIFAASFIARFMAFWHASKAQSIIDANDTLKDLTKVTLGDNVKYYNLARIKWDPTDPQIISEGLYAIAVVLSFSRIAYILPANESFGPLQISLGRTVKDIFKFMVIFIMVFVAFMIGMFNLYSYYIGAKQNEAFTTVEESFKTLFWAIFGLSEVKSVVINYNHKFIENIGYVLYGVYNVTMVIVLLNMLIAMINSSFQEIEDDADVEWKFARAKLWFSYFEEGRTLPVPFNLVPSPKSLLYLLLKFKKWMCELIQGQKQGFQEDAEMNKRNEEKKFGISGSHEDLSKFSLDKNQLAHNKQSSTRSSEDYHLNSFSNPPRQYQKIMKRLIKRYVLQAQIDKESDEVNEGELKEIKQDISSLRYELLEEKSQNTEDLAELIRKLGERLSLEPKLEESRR
TRPC4 PAM – allosterically enhances the mouse TRPC4 cation channel; B-score at 10 µM; Q9QUQ5; HEK293 TRPC4beta/mu-opioid, DAMGO EC20, Fluo-4 Ca2+ flux; stronger effect = higher value; hit rate 0.42% among 310,000;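 active = B-score of calcium response area above 5 SD of library B-scores, with initial fluorescence ratio within 5 SD of library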;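 note: B-score of integrated fluorescence ratio over time as area under calcium response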
aSyn 5UTR inh – 5' untranslated region of α-synuclein, MLPCN primary screen; alpha-synuclein 5'UTR reporter, inhibitor activity; inhibition, % (tested at 7.5 µM); hit rate 0.82% among 300,000; AID 1813; in the data active = inhibition above about 60%;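 note: H4 neuroglioblastoma cells stably carrying SNCA 5'UTR luciferase fusion; 0% = DMSO wells and 100% = positive control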
IEC-6 tox – counter-screen for KLF5 inhibitors: cytotoxicity in IEC-6 cells. IEC-6 cytotoxicity, luminescence viability. hit rate 0.78% among 290,000. inhibition, % at 5 µM; in the data active = inhibition above about 22%;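 note: 0% = plate median of test compound wells and 100% = cytotoxic reference compound wells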
KLF5 inhibitor – kruppel-like factor 5 inhibition; inhibition, % at 5 µM; hit rate 0.23% among 290,000; AID 1700; DLD-1 KLF5 promoter-luciferase reporter, luminescence;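 active = inhibition above a per-plate limit of that plate's mean compound inhibition plus 3 SD, cut at about 60% in these data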;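 note: 0% = DMSO wells and 100% = LY294002 at 200 µM; higher means less KLF5 promoter-driven luciferase light; inactives centre near -14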
MrgX1 antagonist – blocks BAM8-22 activation of human MrgX1 receptor; B-score at 10 µM; hit rate 1.3% among 310,000; Q96LB2; MRGX1-HEK293 calcium flux, Fluo-4, BAM8-22 antagonism; stronger effect = lower value;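 active = calcium-response B-score plate-corrected more than 3 library SD below zero, starting fluorescence within 5 deviations, no agonist response on first addition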;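 note: peak minus trough fluorescence over baseline after final BAM8-22 challenge near maximal dose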
SKKanGAS inh – blocks kanamycin growth of S. pyogenes SKKanGAS strain. AID 1662. hit rate 1.3% among 300,000. BacTiter-Glo, 6 h. inhibition, % at 7.5 µM;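 active = mean replicate score, as percent of positive control median, at least 50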;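 note: strain carries kanamycin resistance gene driven by streptokinase promoter and grows in 40 µg/ml kanamycin; loss of luminescence reflects streptokinase promoter inhibition or plain growth inhibition; 0% = median of DMSO wells and 100% = positive control at its reference dose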
HIF activator – HIF pathway transcriptional activation | hit rate 0.32% among 300,000 | U2OS HRE-luciferase reporter, luminescence; normalized: DMSO 0%, desferrioxamine 100% | activation, % at 7.5 µM (by protocol);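 active = mean activation of at least 10% of the iron chelator positive control signal, with at least half of replicates also reaching 10%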
TRPC4 inh – TRPC4 (mouse) channel inhibition | B-score at 10 µM | HEK293 TRPC4beta/mu-opioid, DAMGO-evoked Fluo4 calcium flux; stronger effect = lower value | hit rate 0.39% among 300,000 | Q9QUQ5;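 active = B-score over 3 SD under the library average, no early fluorescence shift, positive overall ratio signal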
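Test system – stable TRPC4beta/mu-opioid receptor HEK293 cells · Probe or stimulus – DAMGO, a submaximal dose followed by a maximal one · Dosing – one concentration per compound · Signal – Fluo4 calcium fluorescence by kinetic imaging, 5 s 1 Hz baseline · Evaluation – per-well B score of integrated baseline-normalized Fluo4 ratio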
TRPC4 agonist – TRPC4 (mouse) channel activation; B-score at 10 µM; HEK293 TRPC4beta/mu-opioid, Fluo4 calcium fluorescence; stronger effect = higher value; Q9QUQ5; hit rate 0.49% among 310,000;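 active = B-score above 5 SD of library B-scores, and initial fluorescence ratio not above library mean plus 5 SD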;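 note: positive B-score marks a calcium rise read as TRPC4 activation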
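Assay system: HEK293 cells stably co-expressing mouse TRPC4beta and mu-opioid receptor / Timing: Fluo4 dye loading 45 min at room temperature, 110 s recording / Signal: Fluo4 calcium-sensitive dye fluorescence, kinetic, 1 Hz baseline / Read-out: integrated baseline-normalised fluorescence ratio, converted to per-well B score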
TRPC6 inh – mouse TRPC6 channel inhibition. Q61143. HEK293-TRPC6, membrane potential dye, ACh-evoked depolarization; stronger effect = lower value. B-score at 10 µM. hit rate 1.1% among 310,000. AID 2553;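 active = B-score under library mean minus 3 SD, initial fluorescence not abnormally high, positive integrated signal ratio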;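 note: B-score derived from integrated fluorescence ratio over the kinetic read; more negative B-score means stronger inhibition of depolarization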
The depositor's hits bear a star; i = inactive; x = no result given.

SMILES,TRPC6 activator,TRPC4 PAM,aSyn 5UTR inh,IEC-6 tox,KLF5 inhibitor,MrgX1 antagonist,SKKanGAS inh,HIF activator,TRPC4 inh,TRPC4 agonist,TRPC6 inh
CCOC(=O)c1ccccc1NC(=O)CN(c1ccc(OCC)cc1)S(C)(=O)=O,i,i,35,0,14,x,1,1.2,i,i,i
Cc1cccc(OCCSc2nc3ccccc3n2CCC(=O)O)c1,i,i,6,-4,-15,i,-14,1.2,i,i,i
CCN(CC(=O)NCc1cccs1)C(=O)C(c1ccccc1)c1ccccc1,i,i,3,2,-1,i,3,-0.5,i,i,i
COC(=O)c1cc(Br)c(=O)n(Cc2ccc(C(=O)O)cc2)c1,i,i,-5,4,-4,i,1,-0.6,i,i,i
CCOC(=O)Nc1sc2c(c1C(N)=O)CCC(C)C2 (stereo not drawn),i,i,-49,2,-45,i,0,0.5,i,i,i
COc1ccc(N2CCN(c3ccc(NC(=O)c4ccc5c(c4)OCO5)cc3C#N)CC2)cc1,i,i,19,2,-2,i,-4,0.0,i,i,i
Fc1ccc(/C=N/Nc2cc(N3CCOCC3)ncn2)cc1,i,i,-88,-3,-129,i,1,2.9,i,i,i
O=C(CCN1c2ccccc2Sc2ccccc21)Nc1ccccc1,i,i,2,2,4,i,15,-0.9,i,i,i
COc1ccc(C(c2nnnn2C(C)(C)C)N2CCN(c3nc4ccccc4s3)CC2)cc1OC (stereo not drawn),i,i,-5,3,14,x,11,-0.4,i,i,i
Cn1nnc(NC(=S)NC(=O)c2cccc3c(Cl)cccc23)n1,i,i,-6,3,-3,i,-15,-0.4,i,i,i
COc1ccc(OCc2cc(C(=O)N3CCSCC3)no2)c(Cl)c1,i,i,-108,4,-104,i,-1,2.9,i,i,i
Cc1ccc(CSCC(=O)N(C)CC(=O)Nc2cccc(F)c2)cc1,i,i,7,x,x,i,-9,-0.2,i,i,i
CC1CCC(NC(=O)CCC(=O)N2CC(C)Oc3ccccc32)CC1 (stereo not drawn),i,i,-144,-3,-97,i,-4,3.5,i,i,i
O=C(N[C@@H]1CCC(=O)N(CC[C@H](Sc2ccccc2)c2ccccc2)CC1)OCc1ccccc1,i,i,-27,-6,-26,i,29,1.2,i,i,i
CCOC(=O)CC1C(=O)NCCN1C(=O)c1cccc(OC)c1 (stereo not drawn),i,i,17,-2,-13,i,-4,-0.5,i,i,i
CC(C1CC1)N(C(=O)c1ccccc1[N+](=O)[O-])c1ccccc1 (stereo not drawn),i,i,-22,-3,-1,i,-1,-0.7,i,i,i
Cc1ccc(NC(=O)CSc2n[nH]c(-c3ccncc3)n2)cc1C,i,i,-25,2,-23,i,-6,x,i,i,i
CCSc1nnc(NC(=O)c2cccc(OCc3c(C)noc3C)c2)s1,i,i,-25,1,-45,i,9,0.1,i,i,i
COc1ccc(CCNC(=O)c2ccc3c(c2)S(=O)(=O)N=C2CCCCCN23)cc1,i,i,-10,x,x,i,22,-0.2,i,i,i
Cc1ccccc1NC(=O)Cc1nc(COC(=O)c2cc(Cl)ccc2O)cs1,i,i,-3,-2,-4,i,6,0.5,i,i,i
O=c1c2ccccc2nnn1CSc1nnc(COc2ccc(Cl)cc2)n1Cc1ccco1,i,i,5,-4,-15,i,25,-0.2,i,i,i
Cc1cccc(C)c1Nc1c(-c2ccc(N3CCOCC3)cc2)nc2ncccn12,i,i,-13,0,-16,i,3,-0.1,i,i,-8*
O=S(=O)(Nc1ccc(-n2cccc2)cc1)c1ccccc1,i,i,7,0,4,i,-1,-0.2,i,i,i
O=C(Nc1nc2c(cc3c4c(cccc42)CC3)s1)c1ccccc1Cl,i,i,-65,-11,-43,i,4,1.6,i,i,i
Cn1c(=O)c(-[n+]2ccccc2)c([O-])c2ccccc21,i,i,13,-1,-22,i,-6,-0.5,i,i,i
Cc1ccc(CN2CCN(C(=O)c3ccco3)CC2)cc1,i,i,-24,4,-18,i,-15,0.3,i,i,i
CC(C)CC(C(=O)NC1CCCC1)N(Cc1cccs1)C(=O)c1snc(C(N)=O)c1N (stereo not drawn),i,i,4,-5,-20,i,7,-0.3,i,i,i
Cc1nc(N)sc1-c1csc(Nc2ccc(S(N)(=O)=O)cc2)n1,i,i,-38,-8,4,i,3,-0.4,i,i,i
Nc1ccc(S(=O)(=O)Nc2nc3ccccc3o2)cc1,i,i,-6,4,-11,i,5,-12,i,i,i
CCOC(=O)Cn1cc(Cl)cc(C(=O)Nc2ccccc2)c1=O,i,i,12,-4,-21,i,-10,-1.2,i,i,i
O=C(NCc1cccs1)c1cnc2sccn2c1=O,i,i,4,-4,-6,i,-4,-0.1,i,i,i
Cc1ccccc1OCCOCCN1CCCCCC1,i,i,-12,2,12,i,9,0.0,i,i,i
CC(=O)c1cccc(N/C=C\C(=O)c2ccc(C)cc2)c1,i,i,-159,5,-46,i,-6,1.3,i,i,i
CCn1c(SCC(=O)c2[nH]c(C)c(C(C)=O)c2C)nnc1-c1ccncc1,i,i,-6,3,-6,i,-13,-0.8,i,i,i
C=CCN1CCN(C(c2ccc(OC)c(OC)c2)c2nnnn2C(C)(C)C)CC1 (stereo not drawn),i,i,3,-4,-29,x,-2,0.2,i,i,i
COc1ccc(C)cc1NS(=O)(=O)c1ccc2c(c1)NC(=O)C(C)S2 (stereo not drawn),i,i,0,-6,-4,i,2,-0.1,i,i,i
O=c1c2ccccc2nc(SCc2ccccc2)n1CC1CCCO1 (stereo not drawn),i,i,7,-3,-21,i,8,-0.2,-7*,i,i
Fc1ccc(-c2nnc(CN3CCN(c4ncc(C(F)(F)F)cc4Cl)CC3)o2)cc1,i,i,12,-4,-12,i,5,-0.4,i,109*,i
O=C(O)C1=C[C@H](c2cccs2)C[C@H](OCCCCO)O1,i,i,0,x,x,i,-5,0.2,i,i,i
CCOc1ccc(-c2ccc(SCc3ccccn3)nn2)cc1,i,i,-132,-4,-37,i,4,1.9,i,i,i
COc1ccc(-n2c(Cc3cccn3C)nnc2SCC(=O)Nc2cc(C)cc(C)c2)cc1,i,i,26,-2,-2,i,4,-0.6,i,i,i
CC(C)CN1C(=O)C(=O)N(CC(=O)c2ccc3c(c2)OCO3)C1=O,i,i,-18,x,x,i,16,0.4,i,i,i
Cc1sc2nc(COC(=O)c3ccc(N4CCCC(C)C4)c([N+](=O)[O-])c3)[nH]c(=O)c2c1C (stereo not drawn),i,i,4,2,-68,i,15,0.1,i,i,i
COc1ccc(NC(=O)c2cccc(-n3c(C)ccc3C)c2)c(OC)c1,i,i,-33,-3,-47,i,5,0.7,i,i,i
O=C(NC(=S)Nc1ccccc1N1CCCC1)c1ccco1,i,i,50,-7,20,i,-1,-0.3,i,i,i
Cc1ccc(Oc2nc3ccccc3n3c(C)nnc23)c(C)c1,i,i,11,0,-5,i,3,-0.3,i,i,i
CC(C)Cc1nn2c(=O)cc(COc3ccc(NC(=O)c4ccco4)cc3)nc2s1,i,i,9,-3,-33,i,-5,1.0,i,i,i
O=C(NCCCCCCNC(=O)N1CCCCCC1)N1CCCCCC1,i,i,-25,14,-20,i,-9,0.3,i,i,i
O=C(COc1ncnc2cc([N+](=O)[O-])ccc12)N(CCc1ccccc1)Cc1ccccc1,i,i,-18,-4,-51,i,10,-0.3,i,i,i
Cn1c(SCc2cccc(F)c2)nnc1-c1ccccn1,i,i,-142,0,-63,i,2,4.0,i,i,i

The list continues.
SMILES,TRPC6 activator,TRPC4 PAM,aSyn 5UTR inh,IEC-6 tox,KLF5 inhibitor,MrgX1 antagonist,SKKanGAS inh,HIF activator,TRPC4 inh,TRPC4 agonist,TRPC6 inh
COc1ccc(CCNC(=O)c2cccc(C(=O)NCCc3ccc(OC)cc3)n2)cc1,i,i,17,x,x,-4.8*,-9,-0.4,i,i,i
Cc1ccccc1CSCCNC(=O)c1ccccc1,i,i,5,-1,9,i,-3,-0.4,i,i,i
O=C(c1ccc2c(Cl)c3c(nc2c1)CCCC3)N1CCC(N2CCCCC2)CC1,i,i,-89,1,-1,i,3,5.3,i,i,i
O=C(N/N=C/C=N/NC(=O)c1ccco1)c1ccco1,i,i,-4,-2,-31,i,-2,-0.1,i,i,i
O=C(NCCN=C1NS(=O)(=O)c2ccccc21)c1ccco1,i,i,1,-4,-22,i,-7,-0.1,i,i,i
CCOC(=O)c1ccc(NS(=O)(=O)CC)cc1,i,i,-5,-4,-8,i,-2,0.7,i,i,i
Cc1cc(C)cc(OCC(=O)Nc2ccccc2C(=O)N2CCOCC2)c1,i,i,6,-7,-9,i,13,0.9,i,i,i
Cc1ccc(CS(=O)(=O)CCC(=O)NCCCN2CCCC2)cc1,i,i,5,6,-4,i,-2,0.2,i,i,i
Cc1ccc(S(=O)(=O)NCC2CCC(C(=O)NCCCN3CCCC3=O)CC2)cc1 (stereo not drawn),i,i,5,-8,-31,i,-3,0.4,i,i,i
CC1(CCc2ccccc2)NC(=O)N(Cc2nnc(-c3ccccc3Br)o2)C1=O (stereo not drawn),i,i,5,3,-18,i,-3,-0.3,i,i,i
CCCCNC(=O)COC(=O)c1ccc(NS(=O)(=O)c2ccc3c(c2)OCCO3)cc1,i,i,-19,-3,-17,i,2,-0.6,i,i,i
O=c1c2ccccc2cnn1-c1ccc2ccccc2c1,i,i,-36,1,-152,i,1,1.0,i,i,i
CCOC(=O)c1c(N)sc(C(=O)N(CC)CC)c1C,i,i,13,-2,-6,i,7,-0.3,i,i,i
CCOCCCNC(=O)C1CCN(Cc2ccc(OCc3ccccc3)c(OC)c2)CC1,i,i,-117,2,-45,i,-1,0.9,i,i,i

Fetched one by one from the entries so far (2):
SMILES,TRPC6 activator,TRPC4 PAM,aSyn 5UTR inh,IEC-6 tox,KLF5 inhibitor,MrgX1 antagonist,SKKanGAS inh,HIF activator,TRPC4 inh,TRPC4 agonist,TRPC6 inh
CCCCNC(=O)COC(=O)c1ccc(NS(=O)(=O)c2ccc3c(c2)OCCO3)cc1,i,i,-19,-3,-17,i,2,-0.6,i,i,i
CCOC(=O)c1c(N)sc(C(=O)N(CC)CC)c1C,i,i,13,-2,-6,i,7,-0.3,i,i,i
